BAZ2B inh – qHTS Assay for Inhibitors of BAZ2B; Bromodomain adjacent to zinc finger domain protein 2B (Homo sapiens), Q9UIF8; AlphaScreen BAZ2B-H3K14Ac peptide displacement; Potency, µM (series often up to 114 µM), inactives show top-dose activity change, negative = inhibition, actives largely listed as inhibitors; hit rate 4.4% among 360,000; AID 504333, 2011; also: potency is read from the fitted curve at half-maximal effect; % is scaled to controls: 0 for no effect and ±100 for the full control effect; nearly all actives have a fitted effect of over 60% in size
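Protein-peptide AlphaScreen: BAZ2B 50 nM, b-H3K14Ac 50 nM, 1x PBS pH 7.4 + 0.01% Tween-20. Preincubation 30 min RT; cpd 30 min RT (top 110 uM); beads 20 min RT, light-protected.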
G9a block – qHTS Assay for Inhibitors of Histone Lysine Methyltransferase G9a; hit rate 8.8% among 350,000; Histone-lysine N-methyltransferase EHMT2 (Homo sapiens), Q96KQ7; AID 504332, 2011; Potency, µM (series often up to 102 µM), without a hit: at the top dose activity, negative = inhibition, usual class: inhibitors; G9a H3K9 monomethylation, AlphaScreen, 2 h; also: potency is read from the fitted curve at half-maximal effect; % is scaled to controls: 0 for no effect and ±100 for the full control effect; nearly all actives have a fitted effect of over 75% in size
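Step 1: enzyme (final 20 nM) with compound, 15 min RT. Step 2: substrate peptide 500 nM and SAM 20 uM, 2 h RT. Step 3: anti-H3K9me1 antibody and AlphaScreen beads, 10 min, then plate read.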
PGK inhibitor – qHTS Assay to Find Inhibitors of Phosphoglycerate Kinase; hit rate 0.043% among 380,000; Potency, µM (highest dose often 57.5 µM), for inactives: top-dose activity change, negative = inhibition, actives largely listed as inhibitors; PGK/GAPDH coupled, Kinase-Glo luminescence, 60 min; Phosphoglycerate kinase, glycosomal (Trypanosoma brucei brucei), P07378; AID 602233, 2012; also: potency is read from the fitted curve at half-maximal effect; % is scaled to controls: 0 for no effect and ±100 for the full control effect; nearly all actives have a fitted effect of over 60% in size
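Luminescent ATP detection (Kinase-Glo Plus) follows a 60-minute room-temperature incubation, with wells lacking PGK as controls. Buffer: 100 mM TEA (pH 7.6), 5 mM MgCl2, 0.01% Tween-20. Coupling enzyme GAPDH (100 nM final) supplies unstable 1,3-BPG in-well.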
HP1b binding inh – HTS for Inhibitors of HP1-beta Chromodomain Interactions with Methylated Histone Tails | Potency, µM (highest dose often 114 µM), for inactives: top-dose activity change, negative = inhibition, hits mostly inhibitors | AID 540317, 2011 | hit rate 0.56% among 390,000 | AlphaScreen HP1-beta / biotin-H3K9me3 peptide binding | Chromobox protein homolog 1 (Homo sapiens), P83916; also: potency is read from the fitted curve at half-maximal effect; nearly all actives have a fitted effect of over 70% in size; inactives centre near 23
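Compound inhibition of the preformed complex between 50 nM HP1-beta and 50 nM biotinylated H3K9me3 peptide was read by AlphaScreen. Buffer was PBS pH 7.4 with 0.01% Tween-20. Incubations ran 30 min at room temperature, with 10 ug/mL donor/acceptor beads.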
ERG-DNA inh – qHTS for Small Molecule Inhibitors of the ERG Ets/DNA interaction; hit rate 0.028% among 370,000; Transcriptional regulator ERG (Homo sapiens), P11308; Potency, µM (highest dose often 76.9 µM), without a hit: at the top dose FP activity, negative = inhibition, hits mostly inhibitors; fluorescence polarization, His-ERG Ets domain / labelled DNA; active = well fitted inhibition curve with a large enough effect in the polarisation, with a control signal flat; inconclusive = small, poorly fitted or top-dose-only effect, or effect the other way, or a change in a side signal; inactive = no such curve, though single readings can be large or run the other way; the % refers to the polarisation;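 also: polarization taken with two DNA probes labelled with fluorescein and Texas red; potency is read from the fitted curve at half-maximal effect; % of control where 0% means no effect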
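His-tagged ERG Ets domain (1 uM in the protein solution; 300mM KCl, 50mM Tris-HCl, 1mM EDTA, 1mM DTT, pH 7.5) received compound, then a probe mix of 5 nM fluorescein-DNA and 100nM Texas-615-DNA. Fluorescence polarization was read for both dyes.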
Pin1 inh – qHTS Assay to Find Inhibitors of Pin1; AID 504891, 2011; hit rate 0.009% among 390,000; Peptidyl-prolyl cis-trans isomerase NIMA-interacting 1 (Homo sapiens), Q13526; Potency, µM (top dose mostly 115 µM), inactives show at the highest dose activity, negative = inhibition, hits mostly inhibitors; Pin1 FP peptide displacement, HiFluor488, 10 min; active = well fitted inhibition curve with a large enough effect in the polarisation, with a control signal flat, not every such curve was filed as active; inconclusive = small, poorly fitted or top-dose-only effect, or effect the other way, or a change in a side signal; inactive = no such curve, though single readings can be large or run the other way; the % refers to the polarisation; also: potency is read from the fitted curve at half-maximal effect; % is scaled to controls: 0 for no effect and ±100 for the full control effect
GLS inhibitor – qHTS for Inhibitors of Glutaminase (GLS) | Glutaminase kidney isoform, mitochondrial (Homo sapiens), O94925 | GLS enzymatic activity, qHTS titration | Potency, µM (doses to about 45.5 µM), for the others: at the top dose activity change, negative = inhibition, actives largely listed as inhibitors | hit rate 0.21% among 410,000; also: potency is read from the fitted curve at half-maximal effect; % is scaled to controls: 0 for no effect and ±100 for the full control effect
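Read-out is an Amplex red fluorescence increase coupled through glutamate oxidase and HRP, measured before and after 30 min room-temperature incubation. hKGA is in 45 mM KH2PO4 (pH 8.2) with 0.02% Tween-20; glutamine added as 1mM solution.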
JMJD2A Tudor inh – qHTS Assay for Inhibitors of JMJD2A-Tudor Domain. Lysine-specific demethylase 4A (Homo sapiens), O75164. AlphaScreen JMJD2A-Tudor / H3K4me3 peptide binding. Potency, µM (highest dose often 114 µM), for inactives: at the highest dose activity change, negative = inhibition, hits mostly inhibitors. hit rate 4.4% among 390,000; also: potency is read from the fitted curve at half-maximal effect; % is scaled to controls: 0 for no effect and ±100 for the full control effect; nearly all actives have a fitted effect of over 50% in size
PI4K2A block – qHTS for small molecular inhibitors of PI4K2A; Phosphatidylinositol 4-kinase type 2-alpha (Homo sapiens), Q9BTU6; purified PI4K2A, ADP-Glo luminescence, 1 h; active compounds read low; activity change, negative = inhibition, % at 76.9 µM; hit rate 0.13% among 420,000; in the data active = activity change below about -50%; inconclusive = mostly about -30% to -49%;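 also: -100% = wells without enzyme as full effect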
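Compounds are screened against recombinant PI4K2A using PI as substrate and ATP, the latter dispensed at 300 microM. Reactions run one hour at ambient temperature before ADP-Glo detection; full inhibition defined by wells lacking enzyme.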
* marks the source's active call; other numbers are inactive results; i = inactive; ? = inconclusive; nt = no result given; & = joins results of further samples; [ ] = remark or other dose. Unless noted, calls follow the shape of the dose curve; as a rule, active = well fitted curve in the direction sought with a large enough effect; inconclusive = small, poorly fitted or top-dose-only effect, or another doubt; inactive = no such curve, though single readings can be large; an effect the other way counts as inactive or inconclusive.

SMILES	BAZ2B inh	G9a block	PGK inhibitor	HP1b binding inh	ERG-DNA inh	Pin1 inh	GLS inhibitor	JMJD2A Tudor inh	PI4K2A block
CCOC(=O)c1c(NC(=O)CSc2nncn2C)sc(C)c1C	-14%	7%	i	16%	4%	-6%	10%	-17%	-3
O=C(c1cc2ccccc2oc1=O)N(Cc1ccccc1F)C1CCS(=O)(=O)C1 (stereo unspecified)	-20%	16%	-7%	26%	3%	1%	-4%	1%	-1
CCn1nnnc1SCC(=O)c1ccc(C)cc1	12%	?	9%	-4%	4%	-2%	11%	-8%	2
CC1CCCC(NC(=O)COC(=O)CCSc2ccccc2)C1C (stereo unspecified)	11%	5%	i	57%[activator]	1%	-2%	10%	-1%	1
COC(=O)C1=C(C)N(Cc2ccco2)C(=O)N[C@H]1c1cccc(C(F)(F)F)c1	-33%	?	-4%	3%	-6%	-1%	-6%	-25%	2
Cc1ccc(S(=O)(=O)NCCC(=O)OCC(=O)N(C)c2ccccc2)cc1	10%	-8%	-9%	37%	1%	3%	-10%	-1%	1
Cc1ccc(S(=O)(=O)N2CCN(S(=O)(=O)N3CCOCC3)CC2)cc1C	6%	-9%[12.7 µM]	-5%	4%	6%	1%	13%	-6%	4
Cc1nc2c(C(=O)N3CCCC3)cnn2c(C)c1Cc1c(F)cccc1Cl	0%	-5%	0%	10%	-6%	3%	3%	-8%	-1
c1ccc(-n2cc(CN3CCCC(CN4CCCC4)C3)c(-c3ccc4c(c3)OCO4)n2)cc1 (stereo unspecified)	-38%	20%[0.501 µM]	-2%	8%	15%	42%[activator]	2%	?	2
C=C(C)C(COc1c2occc2cc2ccc(=O)oc12)OC(C)(C)C(O)COc1c2occc2cc2ccc(=O)oc12 (stereo unspecified)	nt	nt	-7%	5%	5%	8%	-1%	-21%	3
NC(=S)N=Nc1c(O)[nH]c2ccc(F)cc12	-30%	27%[59 µM]	i	23%	4%	-1%	-5%	?	-5
Cc1ccc(S(=O)(=O)C2(C(=O)NC3CCCC3)CC2)cc1	-3%	?	1%	27%	-12%	5%	-2%	-4%	-1
CC[C@@H](C)[C@@H]1CN([C@@H](CN2CCC[C@H]2CN2C(N)=NC[C@@H]2Cc2ccccc2)C(C)C)C(=N)N1CCCC1CCCC1	nt	nt	6%	13%	1%	4%	-2%	-33%	-3
C[C@]12c3[nH]c4ccc(Cl)cc4c3CCN1C(=O)[C@@H](CC(=O)NCC13CC4CC(CC(C4)C1)C3)C[C@@H]2C(=O)N1CCCCC1	nt	nt	-3%	9%	-7%	-1%	-7%	?	4
O=C(COC(=O)Cc1c(Cl)cccc1Cl)NCc1ccco1	nt	nt	-19%	2%	1%	0%	-17%	?	0
Cc1cc(C)nc(SCc2cn3c(C)cc(C)nc3n2)n1	-3%	-25%[59 µM]	-5%	27%	5%	-9%	0%	6%	-1
CC(=O)N1CCCC(C(=O)c2ccc(Oc3ccccc3)cc2)C1 (stereo unspecified)	0%	17%	-3%	29%	-3%	2%	0%	-7%	1
COc1ccc(Br)cc1S(=O)(=O)N1CCN=C1C	4%	6%[59 µM]	6%	18%	-6%	-7%	5%	-4%	6
O=C(O)c1cccc(NC(=O)c2cn(-c3ccccc3)nc2-c2ccc(F)cc2)c1	-38%	?	i	38%[activator]	-5%	-3%	-6%	-9%	2
O=C(Nc1ccc(Cl)cc1)Nc1nnc(CSc2ccc(Cl)cc2)s1	1%	26%[59 µM]	0%	35%	3%	4%	-4%	-8%	-1
Cc1oc(CC(C)C)c(CN)c1C(=O)O	2%	-63%	6%	7%	3%	-7%	0%	-18%	-7
CCOC(=O)c1c(S(=O)(=O)N2CCCC(C(=O)NCc3ccccc3Cl)C2)c(C)n(C)c1C (stereo unspecified)	-2%	6%[59 µM]	8%	40%[activator]	2%	-15%	6%	-4%	-1
Cc1ccc(-c2nc3scc(CCNS(=O)(=O)c4ccc(Oc5ccccc5)cc4)n3n2)cc1	-1%	4%[59 µM]	i	10%	11%	-1%	3%	-23%	4
COc1ccc(C)cc1NC(=O)COC(=O)C1CCN(C(=O)c2ccc(Cl)cc2)CC1	-12%	-43%	-2%	37%	-6%	?	-1%	-15%	6
Cn1c(SCC(=O)Nc2ccc(Cl)cc2)nnc1C1CC1	7%	11%	-1%	33%[activator]	-3%	0%	2%	-19%	-17
CCOC(=O)C1CCN(C(=O)c2cc3cc(Br)ccc3oc2=O)CC1	-13%	-7%	2%	29%	-10%	2%	-7%	-3%	-1
Cc1c(CC(=O)NCc2ccccc2)c(=O)oc2c(C)c(O)ccc12	0%	8%[59 µM]	i	32%	-6%	1%	3%	2%	-3
Cc1ccccc1CSc1ccc(-c2ccc3c(c2)OCO3)nn1	4%	9%	-1%	74%[activator]	3%	4%	-16%	37%[activator]	4
COc1ccc(OCC(=O)N2CCN(C(=O)Cc3ccccc3)CC2)cc1	9%	22%[59 µM]	i	21%	-3%	-7%	-3%	-3%	-4
CCC(C)c1ccc(NC(=O)NCc2cccnc2)cc1 (stereo unspecified)	-2%	nt	-8%	55%[activator]	-7%	-5%	-5%	-4%	4
O=C(/C=C/c1c(Cl)cccc1Cl)Nc1ccncc1	3%	3%	6%	45%[activator]	-2%	5%	-1%	-11%	-5
Cc1ccc(C(=O)COC(=O)c2cccs2)cc1	34%	23%[59 µM]	-16%	49%[activator]	11%	-5%	6%	19%	-24
CN(C)C(=O)NC1C=CS(=O)(=O)C1 (stereo unspecified)	4%	-41%	5%	23%	-2%	5%	6%	-5%	-5
Cc1ccccc1-c1cc(C(=O)NCc2ccc(OC(F)(F)F)cc2)nn1CC1CC(c2cccc([N+](=O)[O-])c2)=NO1 (stereo unspecified)	nt	nt	i	30%	-9%	12%	-8%	-15%	7
O=C(Cn1c(=S)nc2ccccn21)N1CCc2ccccc2C1	-4%	13µM*	0%	30%	-2%	-4%	-9%	5%[11.4 µM]	-1
COC(=O)[C@@H](NC(=O)NCc1ccc(F)cc1)C(C)C	-3%	8%	0%	12%	-4%	-2%	-1%	-14%	6
CCOC(=O)NN1C(=O)c2ccccc2NC12CCCC2	-4%	-1%[59 µM]	i	19%	-2%	-8%	-4%	8%	2
CCc1nnc(NC(=O)CSc2nnc(COc3cccc(C)c3)o2)s1	-1%	?	8%	44%[activator]	-3%	10%	9%	-4%	-1
COc1ccc(C2=NOC(C(=O)Nc3ccc4c(c3)OCCO4)C2)cc1OC (stereo unspecified)	0%	?	-2%	18%	0%	0%	-3%	-23%	8
Cc1ccc(OC(=O)CCNC(=O)c2ccccc2Cl)c(Br)c1	15%	-8%	3%	26%	-6%	6%	-2%	-4%	3
O=C(CCSCc1ccccc1F)N1CCN(c2ccc(F)cc2)CC1	-16%	3%[59 µM]	0%	13%	6%	-2%	17%	-22%	3
O=C(CC(=O)Nc1ccccc1[N+](=O)[O-])Nc1ccccc1[N+](=O)[O-]	-15%	1%	5%	12%	4%	-4%	9%	-24%	-2
CN1C2CCC1/C(=C\c1ccccc1)C(=O)/C2=C\c1ccccc1	?	-24%	-7%	-16%	-5%	?	-1%	?	9
O=C(CSc1nc2c(c(=O)[nH]1)CN(Cc1ccc(F)cc1)CC2)Nc1ccc(F)cc1	-21%	17%[59 µM]	1%	24%	2%	2%	6%	-5%	-1
CCCN(C(=O)CSCc1ccccc1C)c1c(N)n(Cc2ccccc2)c(=O)[nH]c1=O	-21%	-40%	i	18%	-4%	-4%	-5%	-9%	-5
Fc1ccc(CSc2nncn3c2cc2occc23)c(Cl)c1	?	?	i	-3%	-2%	9%	-1%	-30%	1
CCN(C(=O)COC(=O)CNC(=O)c1ccc(C)s1)c1ccccc1	?	-41%	-8%	5%	0%	-3%	0%	-4%	1
CCOC(=O)Cc1csc(NC(=O)COc2ccccc2)n1	9%	-4%[12.7 µM]	-3%	55%	15%	-1%	0%	-7%	-5
CC1CCN(c2c(NCC3CCC(C(=O)NCc4ccc(F)cc4)CC3)c(=O)c2=O)CC1 (stereo unspecified)	-2%	?	0%	34%	-4%	0%	5%	9%	-1
Cc1ccc(CN2C(=O)C(CC(C)C)Nc3ncnc(N4CCN(c5ccccc5)CC4)c32)cc1 (stereo unspecified)	nt	nt	-4%	11%	19%	45%[activator]	4%&0%	?	0&1
O=C(CCCOc1ccccc1)NCc1ccco1	-6%	-21%	9%	12%	-5%	-6%	20%	-7%	-17
O=S(=O)(Nc1ccc2ccccc2n1)c1ccccc1Cl	-15%	42%	9%	40%[activator]	-12%	3%	-4%	9%	1
